Bioassay records (PubChem)
RAD52 anneal inh – RAD52 (human) annealing inhibition; recombinant RAD52 DNA annealing, FRET fluorescence; 360,000 tested, 0.46% active; P43351; inhibition, % at 18.7 µM;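 active means every replicate showing at least 50% inhibition; inconclusive means mean inhibition at least 50% but not in every replicate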
RAD54 branch – RAD54 (human) branch migration inhibition | Q92698 | RAD54 Holliday junction branch migration, FAM/BHQ fluorescence | inhibition, % at 10.4 µM | 360,000 tested, 0.14% active | AID 602329;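 active means mean normalized replicate activity at least 40 and at least half of replicates scoring 40 or more; inconclusive means only one of the two criteria met; inactive means mean below 40 and under half of replicates reaching 40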;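 further: 0% = median of neutral control wells and 100% = median of positive control wells; inhibitors cause a drop in the FAM fluorescence signal; in these data hits start at about 50%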
ARNT-TACC3 inh – disrupts binding between human ARNT and TACC3. Q9Y6A5. AlphaScreen His-ARNT PAS-B/GST-TACC3 binding, luminescence; TACC3 fragment carries E629A point mutation. inhibition, % at 9.99 µM. 390,000 tested, 0.66% active. AID 623870;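 active means mean inhibition of replicates at least 50% and at least half of replicates each reaching 50%; inconclusive means half or more replicates reach 50% but mean below 50%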;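 further: 0% = complete ARNT plus TACC3 wells and 100% = ARNT alone without TACC3; many hits fall short of the cut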
ERp5 inh – inhibitors of human ERp5 | Q15084 | ERp5 insulin aggregation, absorbance 650 nm, 90 min | inhibition, % at 9.99 µM | 350,000 tested, 0.05% active | AID 651711;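 active means mean replicate inhibition above about 25%, with every replicate also reaching it, limit read from the data, passing the limit was not always enough; inconclusive means only one of those two criteria met; inactive means neither criterion met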
Target sequence (Q15084 whole entry, looked up): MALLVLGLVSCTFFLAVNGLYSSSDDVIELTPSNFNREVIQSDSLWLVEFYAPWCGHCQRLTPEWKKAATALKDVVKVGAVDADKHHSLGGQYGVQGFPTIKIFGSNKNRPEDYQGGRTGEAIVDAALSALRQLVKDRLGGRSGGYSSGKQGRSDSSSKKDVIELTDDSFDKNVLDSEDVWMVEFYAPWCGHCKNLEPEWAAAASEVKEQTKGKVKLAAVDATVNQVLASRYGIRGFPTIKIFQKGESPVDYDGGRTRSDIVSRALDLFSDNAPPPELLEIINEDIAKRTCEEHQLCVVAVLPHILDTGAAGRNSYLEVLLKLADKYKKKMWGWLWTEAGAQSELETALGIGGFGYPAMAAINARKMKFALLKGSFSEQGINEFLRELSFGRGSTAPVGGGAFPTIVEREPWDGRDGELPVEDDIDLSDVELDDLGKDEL
E-sel inducer – E-selectin induction on HUVECs | P16581 | HUVEC E-selectin immunofluorescence imaging; normalized: neutral wells 0, TNF-alpha wells 100 | 260,000 tested, 0.37% active | activation, % at 7.58 µM;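 active means mean E-selectin-positive cell signal at least 10% of the positive control, reached in at least 60% of replicates, without over 20% cell loss; inconclusive means no rule given, readout overlaps actives, possibly toxicity-flagged; inactive means the rest, including those meeting only one limit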;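 further: in these data hits start at about 27%; measured in HUVEC primary endothelial cells; signal is the percent of cells scored E-selectin positive by PE staining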
Target sequence (P16581 whole entry, looked up): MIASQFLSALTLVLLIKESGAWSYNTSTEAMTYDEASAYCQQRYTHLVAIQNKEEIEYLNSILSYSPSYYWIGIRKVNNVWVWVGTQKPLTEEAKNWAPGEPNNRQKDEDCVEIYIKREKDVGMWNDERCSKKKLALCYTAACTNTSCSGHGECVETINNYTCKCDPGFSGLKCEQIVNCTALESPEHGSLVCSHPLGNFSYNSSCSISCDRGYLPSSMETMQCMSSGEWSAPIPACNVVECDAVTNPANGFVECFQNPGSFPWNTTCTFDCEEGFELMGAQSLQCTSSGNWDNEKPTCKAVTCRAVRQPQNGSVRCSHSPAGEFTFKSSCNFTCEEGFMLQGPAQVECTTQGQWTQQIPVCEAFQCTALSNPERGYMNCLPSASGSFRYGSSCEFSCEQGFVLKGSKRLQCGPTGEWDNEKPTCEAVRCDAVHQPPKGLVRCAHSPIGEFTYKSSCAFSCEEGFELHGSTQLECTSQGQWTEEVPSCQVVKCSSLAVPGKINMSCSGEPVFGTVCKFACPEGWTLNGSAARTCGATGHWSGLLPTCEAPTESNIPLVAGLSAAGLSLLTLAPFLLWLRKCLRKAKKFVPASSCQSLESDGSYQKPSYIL
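Test system – human umbilical vein endothelial cells (HUVEC), E-selectin induction · Input – 3,000 HUVEC seeded per well · Buffer or medium – EGM-2, gelatin · Compound dosing – single-point compound dose · Detection – immunofluorescence imaging · Measure – percent E-selectin-positive cells · Controls – TNF-alpha high, DMSO low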
Casp6 inh – blocks human caspase-6 cleavage activity | purified caspase-6, Z-VEID-R110 cleavage fluorescence | inhibition, % at 12.5 µM | 350,000 tested, 0.53% active | AID 686996;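 active means mean inhibition across replicates at least about 35%, with every replicate also reaching that limit, limit read from the data; inconclusive means only one of the two criteria met; inactive means neither criterion met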;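 further: 0% = median of neutral control wells and 100% = no fluorescence left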
esBAF inh – inhibitors of esBAF chromatin remodeling in mouse ES cells | AID 602393 | 350,000 tested, 2% active | reporter increase, % at 12.5 µM | Bmi1-luciferase knock-in reporter, 24 h; 100% = twice the neutral-well signal; in the data active means activation above about 40%; inconclusive means no clear call, values can overlap the other calls;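 further: 0% = median of the plate's neutral control wells and 100% = double that signal; a rise in the Bmi1 reporter signal indicates esBAF inhibition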
PglD inh – inhibitors of Campylobacter jejuni PglD acetyltransferase; 360,000 tested, 0.098% active; AID 602405; purified PglD enzyme, DTNB colorimetric CoA detection; inhibition, % at 12.5 µM; in the data active means inhibition above about 16%, passing the limit was not always enough; inconclusive means no clear call, values can overlap the other calls; further: strong numbers were not always called active
* hit, by the source's call; ? = inconclusive; / = not tested or not shown; & = joins results of further samples.

SMILES	RAD52 anneal inh	RAD54 branch	ARNT-TACC3 inh	ERp5 inh	E-sel inducer	Casp6 inh	esBAF inh	PglD inh
COc1ccc(C(CNC(=O)c2ccc(C)c(S(=O)(=O)Nc3ccccc3OC)c2)N2CCCC2)cc1 (centres undefined)	-25	-1	5	8	/	-235	2	-2
CC(=O)N1N=C(c2ccccc2)OC1c1cccnc1 (centres undefined)	-9	-9	-5	-1	-1.3	4	3	-2
Cc1cccc(N2C(=O)C(Cc3ccccc3)NC2=S)c1 (centres undefined)	15	/	-6	-6	-0.1	8	/	/
COc1cccc(CNC(=O)CCC2CCCN(C(=O)CCc3c(C)noc3C)C2)c1 (centres undefined)	-1	12	-21	4	0.0	/	6	1
COc1ccc(C2(O)CN(c3ccc(C)cc3)C3=[N+]2CCCC3)cc1 (centres undefined)	-10	/	5	3	/	-4	/	/
CN(C)S(=O)(=O)c1cccc(NC(=O)Cn2cnc3ccccc3c2=O)c1	-11	2	-3	3	/	1	-6	-4
CCOC(=O)c1sc2nc(NC(=O)C3CC3)sc2c1C	4	0	3	-1	2.4	0	36	2
O=C(Cc1ccncc1)NCC[C@@H]1CC[C@@H](NC(=O)C2CCOCC2)[C@@H](CO)O1	-13	-6	-2	-1	-0.2	2	-3	0
COCc1c(C(=O)N/N=C(/C)c2ccccc2)nnn1-c1nonc1N	0	/	26	12	0.6	-1	/	/
CCNS(=O)(=O)c1ccc(OCCNS(C)(=O)=O)cc1	-7	4	9	1	/	0	-1	0
COCc1cc(N2CCN(C(=O)OC(C)(C)C)C[C@H]2C)ccc1N1CCS(=O)(=O)CC1	-35	/	/	-3	-0.1	14	/	/
C[C@@H]1CN([C@H](C)CO)C(=O)c2cc(C3=CCCC3)cnc2O[C@H]1CN(C)Cc1ccccn1	-15	-4	-2	-3	-0.2	-1	-5	1
CCc1cnc(N2[C@H](C#N)[C@H](c3ccc(C4=CCCC4)cc3)[C@@H]2CO)s1	-25	-18	-9	1	0.1	-2	0	2
COc1cccc(NC(=O)N(C)C[C@H]2OCc3cn(nn3)CCCC(=O)N([C@H](C)CO)C[C@@H]2C)c1	10&-1	5	-5	-2&6	0.1&0.0	1&0	3&2	0
CC(C)c1nc(SCC(=O)c2ccccc2)c2c(=O)n(C)c(=O)n(C)c2n1	-5	-6	12	-8	/	0	-1	0
CC1(C)C2([N+](=O)[O-])CN3CC1([N+](=O)[O-])CN(C2)C3C(O)C(O)C(O)CO (centres undefined)	5	5	5	-3	1.1	8	2	10
CC(C)NC(=O)Nc1ccc2c(c1)C(=O)N([C@H](C)CO)C[C@H](C)[C@H](CN(C)C(=O)c1ccccc1)OCCCC[C@H](C)O2	-3	0	-5	-5	0.0	0	5	1
O=C(NNC1=Nc2ccccc2SC1)c1ccc(F)cc1	-4	/	9	-2	/	4	/	/
CCOC(=O)c1c(CN2CCOCC2)n(-c2ccccc2)c2ccc(O)cc12	/	-1	5	/	/	/	5	-2
O=S(=O)(NCCc1csc(-c2ccccc2)n1)c1ccc2c(c1)OCCO2	/	4	-8	/	/	/	6	2
CO[C@H]1CN(C)C(=O)c2cc(NC(=O)Nc3cccc(F)c3)ccc2OC[C@H](C)N(C(=O)C2CC2)C[C@H]1C	/	-6	-7	/	4.0	/	0	-2
C[C@H](CO)N1C[C@H](C)[C@H](CN(C)C(=O)Nc2ccc3c(c2)OCO3)Oc2ccc(NC(=O)C3CCCCC3)cc2CC1=O	20	1	-6	-1	-0.2	2	-3	-3
CC(OC(=O)c1cc2sccc2n1C)C(=O)NCC1CCCO1 (centres undefined)	-8	6	0	2	/	/	1	3
O=C(C[C@H]1CC[C@@H]2[C@H](COC[C@@H](O)CN2Cc2cc(F)ccc2F)O1)N[C@H]1CCN(Cc2ccccc2)C1	-5	2	2	-2	0.1	3	-4	2
O=[N+]([O-])c1ccccc1S(=O)(=O)c1ccccc1	-7	/	3	-2	-0.2	3	1	/
Nc1nc(SCC(=O)Nc2ccc(Cl)cc2)[nH]c(=O)c1-c1ccccc1	-16	-2	-9	3	-2.9	-1	-2	-3
CCOCCCNC(=O)c1ccc2c(c1)OCO2	/	-21	-7	/	/	/	10	2
Cc1cc(NC(=O)c2c(Br)cnn2C)no1	7	6	-1	8	1.3	-1	-7	-1
COc1cccc(C(O)c2nc3ccccc3n2C(C)C)c1 (centres undefined)	/	-1	-5	/	/	/	-6	-3
Nc1c(N(Cc2ccccc2)C(=O)COc2ccc([N+](=O)[O-])cc2)c(=O)[nH]c(=O)n1Cc1ccccc1	-16	7	-2	-7	8.3	3	-20	1

Looked up by structure from the entries so far, five records:
SMILES	RAD52 anneal inh	RAD54 branch	ARNT-TACC3 inh	ERp5 inh	E-sel inducer	Casp6 inh	esBAF inh	PglD inh
O=C(NNC1=Nc2ccccc2SC1)c1ccc(F)cc1	-4	/	9	-2	/	4	/	/
COc1cccc(C(O)c2nc3ccccc3n2C(C)C)c1 (centres undefined)	/	-1	-5	/	/	/	-6	-3
Nc1nc(SCC(=O)Nc2ccc(Cl)cc2)[nH]c(=O)c1-c1ccccc1	-16	-2	-9	3	-2.9	-1	-2	-3
O=C(C[C@H]1CC[C@@H]2[C@H](COC[C@@H](O)CN2Cc2cc(F)ccc2F)O1)N[C@H]1CCN(Cc2ccccc2)C1	-5	2	2	-2	0.1	3	-4	2
CC(C)NC(=O)Nc1ccc2c(c1)C(=O)N([C@H](C)CO)C[C@H](C)[C@H](CN(C)C(=O)c1ccccc1)OCCCC[C@H](C)O2	-3	0	-5	-5	0.0	0	5	1

Next section
SMILES	RAD52 anneal inh	RAD54 branch	ARNT-TACC3 inh	ERp5 inh	E-sel inducer	Casp6 inh	esBAF inh	PglD inh
CCOC(=O)[C@@H]1[C@H]2COc3cc(OC)ccc3[C@H]2N2C(=O)N(c3ccccc3)C(=O)[C@]12C	-2	-6	1	3	-0.1	2	0	-2
Cn1c(=O)cc(OCC(=O)NCc2cccnc2)c2ccccc21	/	2	-5	/	/	/	-12	1
CC(=O)C[C@H]1c2cc(C(F)(F)F)ccc2S(=O)(=O)N1C1CCCCC1	-16	-7	13	1	-0.3	-2	-7	2
Cc1cc(C(=O)Nc2cccc3c2O[C@@H](CN(C)S(=O)(=O)c2cn(C)cn2)[C@@H](C)CN([C@@H](C)CO)C3=O)n(C)n1	-1	11	2	-3	/	0	-9	-4
CCOC(=O)c1ccc(NC(=O)CSc2nc(N)c(NC(=O)c3ccc(Br)o3)c(=O)[nH]2)cc1	-1	4	-2	0	-0.3	0	-5	2
Cc1ccc(S(=O)(=O)N(C)C)cc1NC(=O)COC(=O)CNC(=O)c1cccs1	-8	2	-2	-2	/	4	-4	-1
CCS(=O)(=O)N1CCC(NC(=O)C(Cc2cccc(OC)c2OC)NC(C)=O)CC1 (centres undefined)	-2	4	5	2	0.6	-6	-14	6
O=C(c1ccncc1)N1CC(=O)N2[C@H](CO)[C@@H](c3ccc(/C=C/c4ccccc4)cc3)[C@@H]2C1	-10	/	/	7	0.3	-1	/	/
O=C(CSc1nnc(-c2ccccc2)o1)Oc1ccc(Br)cc1	-8	/	0	-1	/	-2	/	/
CCOc1ccc(-c2noc(CCCC(N)=O)n2)cc1OC	1	3	-3	-3	/	-3	-17	-3
CCCNC(=O)c1ccc2c(=O)n(Cc3ccco3)c(=S)[nH]c2c1	-15	-4	5	-7	0.4	2	6	-2
COc1cc(/C=N/NC(=O)c2cccc(NC(=O)c3ccccc3Cl)c2)ccc1O	-2	/	6	4	/	2	-3	/
NC(=O)c1ccc(NC(=O)COC(=O)CCCc2c[nH]c3ccccc23)cc1	-22	/	10	4	4.5	-7	/	/
O=C(C[C@@H]1C=C[C@H](NS(=O)(=O)c2ccc(F)cc2)[C@H](CO)O1)N1CCN(c2ccccc2)CC1	-5	-8	15	-7	0.2	2	-3	2
O=S(=O)(c1ccccc1)c1nc(Nc2cccc(O)c2)sc1Cl	/	-2	3	/	/	/	-3	-11
O=C(CCSCCc1ccccn1)Nc1ccc(Br)cn1	-11	9	-3	8	/	-2	-2	3
COc1ccc(NC(=O)Nc2ccc3c(c2)C(=O)N([C@@H](C)CO)C[C@H](C)[C@@H](CN(C)CC2CC2)OCCCC[C@H](C)O3)cc1	11	6	42	-1	-0.4	1	-8	2
COc1cccc(NC(=O)CSc2nnc(Cn3c(=O)sc4ccccc43)n2C)c1	-12	-14	/	0	-0.1	0	-1	1
CC(C)CNC(=S)N1CCN(c2nc(-c3ccc(Cl)cc3)cs2)CC1	-11	7	0	6	/	-1	8	-5
Cc1cc(C)c2sc(NNC(=O)C3COc4ccccc4O3)nc2c1 (centres undefined)	-4	3	-8	?	83*	0	2	/
c1ccc(CC(Nc2cccnc2)c2ccccc2)cc1 (centres undefined)	-22	/	/	-1	0.1	1	/	/
CN(C(=O)CSc1nc(N)nn1-c1ccccc1)c1ccccc1	11	-2	-4	6	0.0	-1	-7	-3
CCOC(=O)C(=O)Nc1ccccc1C(=O)NCc1ccccc1	-9	/	-3	3	/	-6	/	/
Nc1ncnc(N2CCOCC2)n1	-3	/	0	-2	-0.2	-2	/	/
C[C@@H]1CN([C@H](C)CO)C(=O)c2cc(NC(=O)C3CCCCC3)ccc2O[C@@H](C)CCCCO[C@H]1CN(C)Cc1ccc(Cl)c(Cl)c1	12	-11	-3	-5	0.5	0	5	6
CCCCC(CC(O)COCCC)c1n[nH]c(=S)n1-c1ccccc1 (centres undefined)	-9	/	-6	0	/	0	/	/
Cc1nc(C)c(C(=O)N(c2ccc(C)c(C)c2)C(C(=O)NCc2ccco2)c2ccccc2)s1 (centres undefined)	/	-1	-1	/	/	/	1	-5
Cc1cccc(C)c1NC(=O)C1c2ccccc2OCC(=O)N1Cc1ccco1 (centres undefined)	-11	/	/	-8	-0.1	1	/	/
CC(NC(=O)c1ccco1)C(=O)N1CC=C(c2ccccc2)CC1 (centres undefined)	-16	3	4	6	0.0	-1	-5	-2
COC(=O)c1ccc(COc2nc(C)cc(C)c2C#N)o1	/	-4	-16	/	/	/	7	-4
COc1cc(C(=O)N/N=C/c2sc(=O)n(-c3ccccc3)c2Cl)cc(OC)c1OC	/	-7	0	/	0.6	/	/	-10
COCC(=O)N1CC2(C1)[C@H](c1ccc(-c3ccccc3)cc1)[C@H](CO)N2C(C)=O	-13	/	/	-3	0.0	0	/	/

5 consecutive records from above:
SMILES	RAD52 anneal inh	RAD54 branch	ARNT-TACC3 inh	ERp5 inh	E-sel inducer	Casp6 inh	esBAF inh	PglD inh
Cc1cccc(C)c1NC(=O)C1c2ccccc2OCC(=O)N1Cc1ccco1 (centres undefined)	-11	/	/	-8	-0.1	1	/	/
CC(NC(=O)c1ccco1)C(=O)N1CC=C(c2ccccc2)CC1 (centres undefined)	-16	3	4	6	0.0	-1	-5	-2
COC(=O)c1ccc(COc2nc(C)cc(C)c2C#N)o1	/	-4	-16	/	/	/	7	-4
COc1cc(C(=O)N/N=C/c2sc(=O)n(-c3ccccc3)c2Cl)cc(OC)c1OC	/	-7	0	/	0.6	/	/	-10
COCC(=O)N1CC2(C1)[C@H](c1ccc(-c3ccccc3)cc1)[C@H](CO)N2C(C)=O	-13	/	/	-3	0.0	0	/	/
